Source: PubChem BioAssay (several laboratories)
PPC-1+TRAIL kill – compounds killing PPC-1 cancer cells with TRAIL present (potentiator screen, no TRAIL-free arm) | cell killing (% activity), % at 4 µM | AID 1443 | PPC-1 cells + TRAIL, ATPLite viability luminescence | 0.41% of 220,000 active;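 active = cell killing above 50% in the first pass at 4 µM, then a duplicate retest at 5 µM averaging 50% or more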;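 also: plate controls were cells with TRAIL plus DMSO for no effect and medium-only wells lacking cells for full effect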
BaF3 parental – parental Ba/F3 viability inhibition as JAK2V617F counter-screen; CellTiter-Glo ATP luminescence; inhibition, % at 5.6 µM; 1.1% of 220,000 active; AID 1486;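 active = inhibition above a per-campaign cutoff, the mean inhibition of all tested compounds plus 3 SD, cut at about 27% in these data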;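 also: 0% = DMSO wells and 100% = JAK Inhibitor I control wells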
Wee1 stabilizer – blocks degradation of human Wee1 kinase. P30291. HeLa Luc-Wee1K328M stability, luciferase luminescence; 100% = proteasome inhibitor MG132 effect. reporter increase, % at 5 µM. 1.2% of 220,000 active;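 active = activation above the mean of all tested compounds plus 3 SD, set per screening run, cut at about 8.8% in these data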;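 also: cells exposed to compound for 20 h before luminescence read; 0% = DMSO alone and 100% = MG132 at 30 µM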
Ba/F3 V617F tox – loss of viability in JAK2V617F-driven Ba/F3 cells; AID 1446; inhibition, % at 5.6 µM; Ba/F3 EpoR-JAK2V617F viability, ATP luminescence; 1.1% of 220,000 active;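 active = inhibition above the campaign mean plus 3 SD over all tested compounds, cut at about 24% in these data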;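 also: cytokine-independent growth of Ba/F3 cells driven by EpoR plus mutant JAK2; 0% = DMSO-treated cells and 100% = JAK inhibitor I control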
RBBP9 inh – blocks human serine hydrolase RBBP9; recombinant RBBP9, FP-Rh probe fluorescence polarization; inhibition, % at 7.94 µM; 0.2% of 220,000 active; AID 1515;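 active = inhibition above the campaign mean of all tested compounds plus 3 SD, cut at about 14% in these data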;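 also: plate controls were DMSO wells with RBBP9 for no effect and wells lacking RBBP9 protein for full effect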
Target sequence (O75884 whole entry, looked up): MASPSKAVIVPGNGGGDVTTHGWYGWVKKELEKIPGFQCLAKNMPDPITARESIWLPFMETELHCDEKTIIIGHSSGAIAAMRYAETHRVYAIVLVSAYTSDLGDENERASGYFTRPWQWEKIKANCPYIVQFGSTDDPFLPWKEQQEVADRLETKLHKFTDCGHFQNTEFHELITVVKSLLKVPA
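system = RBBP9 protein | input = RBBP9 at 2.5 µM in dispensed solution, before mixing | measured by = fluorescence polarization (mP), excitation 525 nm, emission 598 nm | incubation = enzyme-compound preincubation 30 min, then probe labeling 45 min, 25 °C | buffer or medium = Tris-NaCl-Pluronic buffer, pH 8.0 | compound = single dose 7.94 µM | also added = FP-Rh probe, 375 nM dispensing solution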
TNF necrop inh – inhibitors of TNF-alpha induced necroptosis in Jurkat FADD-/- cells. AID 463075. activation (protection from cell death), % at 10 µM. 0.068% of 220,000 active. Jurkat FADD-/- TNF necroptosis rescue, ATP luminescence, 24 h; 0 = TNF only, 100 = no-TNF cells;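 active = activation, meaning protection from cell death, of at least 50% relative to plate controls; inactive = activation below 50%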;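 also: necroptosis triggered by 40 ng/mL TNF-alpha added together with compound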
CHOP inh – CHOP inhibition in unfolded protein response. inhibition, % at 10 µM. CHO-K1 CHOP-promoter luciferase, tunicamycin-induced, 15-18 h. 3.8% of 220,000 active;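 active = compounds that reduced the stress-induced luciferase reporter signal by more than about 70% of percent inhibition, limit read from the data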;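 also: 0% = tunicamycin plus vehicle and 100% = wells without tunicamycin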
TRPN1 ag – agonists of zebrafish TRPN1 channel; HEK293 zebrafish TRPN1-YFP, Fluo-8 calcium fluorescence; 100% = response to 87 µM carbachol; activation, % at 3 µM; 0.18% of 220,000 active; AID 1424;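 active = activation above its plate's cutoff, the mean activation of test wells on that plate plus 3 SD, cut at about 19% in these data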;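 also: 0% = DMSO alone and 100% = 87 µM carbachol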
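System: zebrafish TRPN1-YFP in HEK293 cells / Dosing: 3 µM single point / Timing: dye loading 1 h at 37 °C, then 30 min room temperature / Signal: Fluo-8 calcium fluorescence, excitation 470-495 nm, emission 515-575 nm / Read-out basis: percent activation from peak over basal fluorescence ratio, control-normalized / Control set: high carbachol 87 µM, low DMSO alone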
TRPML3 ag – human mucolipin-3 channel agonism | Q8TDD5 | HEK293 TRPML3-YFP, Fluo-8 calcium fluorescence; 100% = the carbachol control signal | activation, % at 3 µM | 0.29% of 220,000 active;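 active = activation above its plate's cutoff, the mean activation of the plate's test wells plus 3 SD, cut at about 12% in these data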;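 also: 0% = DMSO only wells and 100% = carbachol wells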
Target sequence (Q8TDD5 whole entry, looked up): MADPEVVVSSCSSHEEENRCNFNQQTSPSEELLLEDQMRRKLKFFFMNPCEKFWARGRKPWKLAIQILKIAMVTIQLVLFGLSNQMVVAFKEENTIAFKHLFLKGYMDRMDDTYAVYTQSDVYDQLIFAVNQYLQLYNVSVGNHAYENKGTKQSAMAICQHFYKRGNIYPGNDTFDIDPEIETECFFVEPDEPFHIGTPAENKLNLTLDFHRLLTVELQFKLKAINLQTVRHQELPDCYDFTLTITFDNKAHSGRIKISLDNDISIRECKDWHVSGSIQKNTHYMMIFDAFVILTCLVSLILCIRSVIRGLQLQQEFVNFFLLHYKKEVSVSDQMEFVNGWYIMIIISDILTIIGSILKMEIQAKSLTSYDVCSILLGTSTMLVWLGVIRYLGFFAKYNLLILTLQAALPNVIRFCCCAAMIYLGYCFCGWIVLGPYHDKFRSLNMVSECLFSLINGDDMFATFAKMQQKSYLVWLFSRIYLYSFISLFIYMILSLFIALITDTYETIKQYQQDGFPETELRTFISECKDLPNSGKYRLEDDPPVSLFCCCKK
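Test system: TRPML3-YFP stable HEK293 cells. Doses: single point at 3 µM. Incubation: dye loading 1 h 37 °C then 30 min ambient, 125 s read. Signal: Fluo-8 calcium dye fluorescence, ex 470-495, em 515-575 nm. Measure: percent activation from peak-to-basal fluorescence ratio, scaled between DMSO and carbachol.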
* hit, by the source's call; · = not tested or not shown; & = joins results of further samples. Only part of the results is shown; rates above refer to the full screens.

SMILES	PPC-1+TRAIL kill	BaF3 parental	Wee1 stabilizer	Ba/F3 V617F tox	RBBP9 inh	TNF necrop inh	CHOP inh	TRPN1 ag	TRPML3 ag
Cc1cc(/C=C2\C(=O)NC(=O)N(c3ccc(Br)cc3)C2=O)c(C)n1C	23	6	-3	0	-1	0.4	7	0.7	0.9
Cc1c(C(=O)N2CCC3(CC2)OCCO3)sc2ncnc(N3CCN(c4ccccn4)CC3)c12	26	4	4	0	-8	-14	18	5.1	2.3
CCCC(=O)NC(Oc1ccccc1Cl)C(Cl)(Cl)Cl (stereo not drawn)	-41	-2	-3	-1	1	-1.5	-22	-0.1	-0.6
O=c1cccc2n1CC1CC2CN(C(c2ccccc2)c2sc3ncnn3c2O)C1 (stereo not drawn)	15	6	2	0	-5	0.1	-40	-0.1	-0.6
CCc1c(C)nc(N)nc1N1N=C1SCC(=O)OC	-7	2	2	-2	-2	-0.5	1	-0.4	1.0
CN1C2CCC1CC(OC(=O)CCN1CCCC1)C2 (stereo not drawn)	19	1	2	-1	-8	-0.5	-3	1.6	1.3
CNS(=O)(=O)c1ccc(N=Cc2c(O)n(-c3ccc(C)cc3)c(=O)[nH]c2=O)cc1	0	-2	-4	-5	-2	4.8	4	2.7	1.0
O=c1[nH]c(O)c(N=Nc2cc(C(F)(F)F)ccc2Cl)c(=O)[nH]1	4	4	-2	0	-2	-2.2	24	-3.5	-1.0
CCn1c(C)cc(/C=C2\C(=O)NC(=O)N(c3ccccc3C)C2=O)c1C	-6	2	-1	1	-9	-0.4	10	1.4	0.8
Cc1ccc(S(=O)(=O)N2CC2(C)CCl)cc1 (stereo not drawn)	8	1	0	-2	-7	-17	8	-1.9	0.6
CC#CP(=O)(OCC)C(O)(c1ccccc1)C(F)(F)F (stereo not drawn)	6	4	-2	-2	-4	-0.6	34	-1.6	0.9
CCN(CC)c1ccc(N=Cc2c(O)n(CCC3=CCCCC3)c(=O)[nH]c2=O)cc1	-5	2	-4	-1	-2	0.4	43	1.5	-0.8

Some values from the entries so far.
Entry for CCN(CC)c1ccc(N=Cc2c(O)n(CCC3=CCCCC3)c(=O)[nH]c2=O)cc1 under Ba/F3 V617F tox: -1
Entry for CCc1c(C)nc(N)nc1N1N=C1SCC(=O)OC under TRPML3 ag: 1.0

Other records
SMILES	PPC-1+TRAIL kill	BaF3 parental	Wee1 stabilizer	Ba/F3 V617F tox	RBBP9 inh	TNF necrop inh	CHOP inh	TRPN1 ag	TRPML3 ag
O=C(C1CCN(S(=O)(=O)N2CCOCC2)CC1)N1CCC2(CC1)OCCO2	12	-1	-1	-3	-7	0.0	-26	1.2	0.7
COP(=O)(NS(=O)(=O)c1ccccc1)OC	36	7	4	14	-5	-0.1	-13	-0.8	0.6
c1ccc(C2NCc3ccccc3-n3cccc32)cc1 (stereo not drawn)	16	3	0	3	0	3.3	27	1.3	-0.2
CCCCCSc1cc(O)c(C(CNC)C(C)C)cc1OC (stereo not drawn)	17	5	1	0	-4	2.7	43	2.9	1.6
O=C(N/N=C/c1c(O)n(Cc2ccc(F)cc2)c(=S)[nH]c1=O)c1ccncc1	12	-3	0	2	-1	1.8	26	2.3	0.6
Cc1cccc(NC(=S)N2CC3CC(C2)c2cccc(=O)n2C3)c1C (stereo not drawn)	12	4	3	-1	0	1.8	-2	-0.8	0.1
Cc1ccc(C2SCC(=O)Nc3c2c(=O)[nH]n3C2CCOC(C)(C)C2)cc1 (stereo not drawn)	15	3	5	-2	5	-1.8	20	0.2	-0.5
Cc1occc1C(=O)N1CCC2(CC1)OCCO2	15	-1	-2	-6	-9	-0.6	-16	-0.1	1.2
O=C(Nc1ccc2c(c1)OCO2)c1cn(Cc2ccc(F)cc2)nn1	11	8	1	4	-3	3.8	-4	0.1	-0.7
COc1ccc(OC)c(CN2CCN(C(=O)COc3cccc(C)c3)CC2)c1	15	4	-1	4	3	1.1	-5	-0.6	-0.8
CCOc1ccc2c(c1)c(C(C)=O)c(C)n2Cc1ccco1	·	6	-4	0	-4	-2.8	2	-1.7	-0.3
Cc1ccc2ccccc2c1NC(=O)CNC1CCCCC1	2	0	10*	-3	4	0.4	-12	0.8	0.1
COc1ccc(N=C2SCCCN2C)cc1	18	-2	2	-6	1	-0.4	0	0.5	1.2
COc1ccc(CCn2c(O)c(C=Nc3ccc(F)cc3)c(=O)[nH]c2=O)cc1OC	9	-4	2	-3	-2	-6.6	21	3.3	1.2
CCCN1CC(C)C(OC(C)=O)(c2ccccc2)CC1C (stereo not drawn)	5	2	2	-1	-6	0.1	9	0.1	1.0
C[C@@]1([C@@H](NP(=O)(c2ccccc2)c2ccccc2)c2ccccc2)C[C@H]1CCO	10	4	0	2	2	-1.4	10	-2.3	-1.1
CC(=NCCN1CCCCC1)c1c(O)n(Cc2ccccc2)c(=O)[nH]c1=O	-4	0	0	-2	-4	-2.1	5	1.6	1.0
N=C1c2ccccc2CN1c1ncccn1	0	6	-2	-2	-8	1.1	-3	0.7	-0.2
Cc1ccc(N2C(=O)NC(=O)/C(=C\c3ccoc3)C2=O)cc1	1	5	2	2	-9	-2.1	-28	4.0	5.0
Cc1ccc(-n2c(C)nc3ccccc3c2=O)cc1C	9	4	-2	-1	-10	-0.1	14	1.3	-0.5
NCCc1ccc(O)cc1	27	4	2	3	-5	0.0	-9&-10	-0.2	0.2
O=C1NCN(c2ccccc2)C12CCNCC2	8	2	-1	-3	-4	-2.3	101*	0.2	0.9
COc1cc2c(C(=O)O)c(C)n(C)c2cc1Br	2	1	-2	-5	1	1.0	-8	-1.2	-0.1
CC(=NCc1cccnc1)c1c(O)n(-c2ccc(Cl)cc2)c(=O)[nH]c1=O	0	4	1	-5	-2	1.3	-12	-0.1	0.9
CC1(C)CN=C(Nc2ccc(F)c(Cl)c2)S1	15	-5	-1	-1	-7	4.4	-13	0.1	0.4
C=CCn1c(O)c(C(CC)=Nc2cccc(C(F)(F)F)c2)c(=O)[nH]c1=O	-6	-5	3	-3	-7	-1.0	-1	1.9	0.1
Cc1ccc2c(c1)C1CN(C)CCC1N2C(=O)/C=C/c1ccc2c(c1)OCO2 (stereo not drawn)	34	13	2	2	-5	2.9	-11	2.1	1.3
Cc1cc(C=C2C(=O)NC(=O)NC2=O)c(C)n1-c1ccncc1	4	9	0	3	-3	-0.6	17	0.9	0.2
Cc1cc(C)cc(N2C(=O)NC(=O)/C(=C\c3cccn3-c3ccccc3)C2=O)c1	-9	7	-2	0	-1	-6.2	52	1.9	1.4
Cc1cccc(OP(N)(=O)Oc2cccc(C)c2C)c1C	-14	0	4	-2	-7	0.6	31	0.6	0.3
CCOc1cc(C=C2C(=O)NC(=O)NC2=O)ccc1OCC(=O)N1CCOCC1	24	6	0	2	-4	1.1	6	0.9	0.3
CN1C(=O)C(=Cc2ccccc2Oc2ccc(Cl)cc2)C(=O)N(C)C1=O	-25	0	-1	-3	-4	-3.8	7	-1.0	-0.9
N#CC[N+]1(CCCNP2(=O)C=C(c3ccccc3)OC(c3ccccc3)=C2)CCOCC1	0	7	-1	1	-7	0.8	4	0.4	1.2
COc1cccc(CN2CCN(C(=O)COc3ccc4ccccc4c3)CC2)c1	-2	3	3	0	1	-0.1	54	1.9	0.8
O=[N+]([O-])c1cc(F)c(N2CCCC2)cc1Br	19	5	0	1	-5	-0.6	68	4.4	2.1
Cc1cccc(-n2c(O)c(/C=C3/C(c4ccccc4)=Nc4ccccc43)c(=O)[nH]c2=O)c1	14	74*	6	82*	5	-16	-2	3.8	4.8
CC(C)OP(=O)(OC(C)C)C(O)c1cccnc1 (stereo not drawn)	-3	7	2	-1	-6	0.7	8	3.2	1.0
C=CCN1C(=O)NC(=O)/C(=C/C=C/c2ccccc2)C1=O	27	10	3	4	-4	-9.5	15	0.1	0.2
COc1cc(N2CCOCC2)ccc1/C=C1\C(=O)NC(=O)N(Cc2cccs2)C1=O	26	3	-3	0	-1	0.7	18	1.4	1.0
CC1COC2N=C(N[N+](=O)[O-])NC2O1 (stereo not drawn)	10	2	-3	1	0	0.4	2	-0.1	-0.5
Cc1cccc(NC(=O)N2CCCC2)c1	3	8	-2	1	-2	0.2	6	0.2	0.7
N#Cc1c(/N=C/c2ccc(O)cc2O)sc2c1C1CCN2CC1	-25	3	-3	-1	-6	1.4	50	1.8	1.0
Cc1nc2ccc(Cl)cn2c1P(=S)(N1CCOCC1)N1CCOCC1	3	5	0	-3	1	-0.8	0	0.5	2.1
COc1cccc(C2(O)CCSCC2CN(C)C)c1 (stereo not drawn)	9	5	0	3	-11	1.3	0	1.8	1.4
O=c1[nH]c(=O)n(-c2ccc(Br)cc2)c(O)c1C=NCCN1CCCCC1	6	-4	2	-5	6	3.4	-7	3.1	0.6
CC[N+](CC)(CC#CCO)CC#Cc1ccccc1	6	17	1	3	-3	-0.1	3	0.7	0.4
Cc1nc2cc(-c3ccccc3)nn2c(C)c1CCC(=O)N1CCC2(CC1)OCCO2	-21	2	-5	-5	-5	0.8	54	0.3	1.2
CCOC(=O)C(O)(c1ccc(NC(=O)NC2CCCCC2)cc1)C(F)(F)F (stereo not drawn)	-7	5	-1	-3	0	2.6	-19	0.8	2.5
Cc1cc(C=O)c(C)n1C(C)C	17	5	-2	5	2	-0.2	4	1.1	1.5
CN(C)CCN=Cc1c(O)n(Cc2ccc3c(c2)OCO3)c(=S)[nH]c1=O	19	0	-2	2	-4	-1.7	14	0.3	0.5
COc1ccccc1N1CCN(Cc2ccc(Br)s2)CC1	3	5	0	-1	-6	0.9	59	-0.3	-0.1
Cc1oc(-c2ccccc2Cl)nc1CN1C(=O)CN=C(c2ccccc2)c2ccccc21	-2	7	3	0	-7	-1.4	34	-2.8	-0.4
COCc1c(CN)cnc(C)c1N	-9	1	-1	-3	3	-1.0	29	0.2	-0.2
CC1(C)CC(=O)C2=C(C1)NC(=O)C21C(C(=O)OC(C)(C)C)=C(N)Oc2ccc(Br)cc21 (stereo not drawn)	19	-2	1	-2	-7	-9.4	29	-1.7	0.8
CCCCCCCCCCCCn1ccc(=N)cc1	48	102*	-4	98*	-7	-24	91*	-0.7	0.4
O=C(NCCN1CCCCC1)c1ccc(Cl)nc1Cl	15	0	-3	3	-5	-0.1	12	1.3	0.8
CCCS(=O)(=O)N1CCC(C(=O)N2CCC3(CC2)OCCO3)CC1	0	3	1	1	3	0.6	-33	-0.1	0.3
N#CCCn1cc(C(=O)NCc2ccccc2)c(-c2ccc3c(c2)OCCO3)n1	26	6	5	0	2	-0.5	-7	0.9	0.8
